FXIIa inh – human FXIIa protease inhibitors, primary screen, biochemical, 1536-well | Coagulation factor XII (Homo sapiens), P00748 | inhibition, % at 5 µM | 220,000 compounds, 0.3% hits | purified FXIIa, Boc-QGR-AMC fluorogenic substrate, 2 h; in the data active = inhibition above about 40%;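 note: 0% = enzyme with no compound and 100% = blank without enzyme; many of its hits are not listed in these tables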
Hck-Nef inh – inhibitors of Nef-activated human Hck kinase, primary screen, biochemical, Z-Lyte FRET, 384-well, Hck-YEEI; Tyrosine-protein kinase HCK (Homo sapiens), P08631; Recombinant Hck-YEEI plus Nef, Z-Lyte FRET kinase assay; inhibition, % at 20 µM; 220,000 compounds, 0.68% hits; AID 463187, 2010;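 active = Hck-Nef kinase inhibition above about 50%, limit read from the data; inactive = inhibition below that limit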;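 note: 0% = DMSO with Hck plus Nef and 100% = Hck alone without Nef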
Target sequence (P08631 whole entry, looked up): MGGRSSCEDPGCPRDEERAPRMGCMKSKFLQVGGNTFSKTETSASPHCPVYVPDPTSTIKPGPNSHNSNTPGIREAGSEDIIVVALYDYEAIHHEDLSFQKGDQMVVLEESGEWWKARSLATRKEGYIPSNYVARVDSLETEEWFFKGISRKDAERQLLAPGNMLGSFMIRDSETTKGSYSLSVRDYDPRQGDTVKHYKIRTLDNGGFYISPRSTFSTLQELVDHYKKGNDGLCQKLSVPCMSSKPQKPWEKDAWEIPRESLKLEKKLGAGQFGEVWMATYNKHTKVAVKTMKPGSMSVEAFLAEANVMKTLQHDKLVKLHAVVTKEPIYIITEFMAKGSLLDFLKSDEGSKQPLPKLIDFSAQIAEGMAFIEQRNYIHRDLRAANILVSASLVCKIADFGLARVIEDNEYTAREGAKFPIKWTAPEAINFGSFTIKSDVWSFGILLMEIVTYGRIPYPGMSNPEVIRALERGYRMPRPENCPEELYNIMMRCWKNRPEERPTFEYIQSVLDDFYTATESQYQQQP
hK5 inh – human KLK5 protease inhibitors, primary screen, biochemical, 1536-well | Kallikrein-5 (Homo sapiens), Q9Y337 | inhibition, % at 5 µM | AID 873, 2007 | recombinant hK5, fluorogenic AMC substrate cleavage | 210,000 compounds, 0.59% hits;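 active = inhibition of 40% or more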;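 note: 0% = enzyme controls without compound and 100% = no-enzyme blanks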
Target sequence (Q9Y337 67-293 limits assumed): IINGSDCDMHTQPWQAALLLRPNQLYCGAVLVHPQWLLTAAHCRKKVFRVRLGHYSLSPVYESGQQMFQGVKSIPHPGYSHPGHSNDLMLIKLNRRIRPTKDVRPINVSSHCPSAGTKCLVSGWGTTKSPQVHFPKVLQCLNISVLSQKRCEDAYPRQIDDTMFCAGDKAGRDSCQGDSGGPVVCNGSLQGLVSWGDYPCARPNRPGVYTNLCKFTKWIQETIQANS
FXIa inh – human FXIa protease inhibitors, primary screen, biochemical, 1536-well. purified FXIa, Boc-Glu-Ala-Arg-AMC fluorogenic substrate. inhibition, % at 5 µM. 220,000 compounds, 0.14% hits. AID 798, 2007;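 active = inhibition of at least 40%; inactive = inhibition below 40%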;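 note: fluorescence of freed AMC excited at 355 nm; 0% = enzyme without compound and 100% = no enzyme blank; many of its hits are not listed in these tables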
Wee1 degr inh – Wee1 degradation inhibitors, primary screen, cell-based, HeLa, Wee1K328M-luciferase, luminescence. HeLa Luc-Wee1K328M stability; 100% = proteasome inhibitor MG132 effect. AID 1321, 2008. 220,000 compounds, 1.2% hits. reporter increase, % at 5 µM;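 active = activation above the mean of all tested compounds plus 3 SD, set per screening run, cut at about 8.8% in these data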;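 note: cells exposed to compound for 20 h before luminescence read; 0% = DMSO alone and 100% = MG132 at 30 µM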
14-3-3 Bad PPI – inhibitors of 14-3-3 zeta/Bad binding, primary screen, biochemical, TR-FRET, bovine 14-3-3 zeta; 14-3-3 protein zeta/delta (Bos taurus), P63103; TR-FRET 14-3-3zeta/Dy647-pBad peptide displacement, 1 h; inhibition, % at 21.7 µM; 220,000 compounds, 0.71% hits;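 active = inhibition above about 70%, limit read from the data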;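 note: 0% = full 14-3-3 plus peptide FRET controls and 100% = background without 14-3-3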
Target sequence (P63103 whole entry, looked up): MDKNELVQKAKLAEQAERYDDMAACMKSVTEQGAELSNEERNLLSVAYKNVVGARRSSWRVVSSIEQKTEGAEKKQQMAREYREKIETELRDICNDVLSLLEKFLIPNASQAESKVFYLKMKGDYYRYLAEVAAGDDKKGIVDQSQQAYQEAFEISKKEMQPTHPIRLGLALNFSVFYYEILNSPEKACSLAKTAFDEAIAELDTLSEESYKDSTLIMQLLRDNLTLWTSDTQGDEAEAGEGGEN
Thrombin inh – human alpha-thrombin inhibitors, primary screen, counter-screen for coagulation protease inhibitor project, biochemical, 1536-well, fluorogenic AMC substrate; Boc-VPR-AMC fluorogenic substrate cleavage; 220,000 compounds, 0.26% hits; inhibition, % at 5 µM;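 active = inhibition at or above 40%; inactive = inhibition below 40%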;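 note: 0% = enzyme with no compound and 100% = wells without enzyme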
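signal = AMC fluorescence, 355/460 nm | material = human alpha-thrombin enzyme | control set = enzyme without compound as high, wells lacking enzyme as low | times = reaction at room temperature | read-out basis = percent inhibition scaled between no-compound controls and no-enzyme blanks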
Runt-CBFb FRET – inhibitors of RUNX1 Runt–CBFb binding, primary screen, biochemical, FRET, Cerulean-Runt, Venus-CBFb, uHTS; Cerulean-Runt/Venus-CBFb FRET ratio 530/480, 1 h; inhibition, % at 20 µM; 220,000 compounds, 0.46% hits; AID 1496, 2009;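 active = inhibition over about 50% at 20 µM in the single-dose screen, limit read from the data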;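 note: 0% = DMSO wells and 100% = excess unlabeled CBFb competitor control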
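Reagent – Venus-CBFb binding partner, 100 nM · Assay system – Cerulean-tagged RUNX1 Runt domain (FRET donor) fusion protein · Input – 100 nM per protein · Incubation – two 1 h room-temperature incubations shielded from light · Measured by – FRET fluorescence · Medium – Tris buffer pH 7.5 with salts and BSA · Benchmarks – unlabeled CBFb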
Runt-SMMHC FRET – inhibitors of RUNX1 Runt–CBFb-SMMHC binding, primary screen, biochemical, FRET, Cerulean-Runt, Venus-CBFb-SMMHC, uHTS | AID 1434, 2008 | inhibition, % at 20 µM | 220,000 compounds, 0.74% hits | Cerulean-Runt/Venus-CBFb-SMMHC FRET ratio 530/480, 1 h;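 active = mean inhibition across duplicate retests at 20 µM reaching about 50%, limit read from the data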;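 note: 0% = DMSO wells and 100% = wells with excess untagged CBFb-SMMHC; inhibitors lower the FRET ratio by blocking Runt binding to CBFb-SMMHC; some results filed as inactive read as strong as hits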
Numbers without * were called inactive; nt = not tested or not shown; [ ] = another dose, or the depositor's remark.

SMILES | FXIIa inh | Hck-Nef inh | hK5 inh | FXIa inh | Wee1 degr inh | 14-3-3 Bad PPI | Thrombin inh | Runt-CBFb FRET | Runt-SMMHC FRET
O=[N+]([O-])c1cc(-c2nnc(-c3ccccc3)o2)ccc1Oc1ccc(Cl)cc1 | -3 | 4 | -4 | 1 | -2 | 6[fluorescence artefact?] | -7 | -2 | -7
COc1ccc(-c2nc3ncccn3c2Nc2ccc3c(c2)OCCO3)cc1 | 6 | 1 | -5 | 2 | 2 | 8 | 8 | 2 | -11
COC(=O)C1=NN(N=O)C2(CC(=O)N(c3cc(C)cc(C)c3)C2=O)C1 (stereo not drawn) | 11 | 0 | 28 | 2 | 0 | 0 | 1 | -5 | -10
CCN(CC)C(=O)CSc1nnc(-c2cccc(OC)c2)o1 | -8 | -3 | -4 | 4 | -1 | -11 | 1 | 0 | -6
CN(C)CCNC(=O)c1onc(CSc2ccc(F)c(F)c2)c1C(=O)NCCN(C)C | 10 | 30 | 2 | 2 | nt | -5 | 1 | 1 | 2
CC(=O)Nc1nonc1NC(=O)CSc1ccccn1 | 70* | -1 | 4 | 11 | -3 | 1 | 0 | 5 | -60
Cc1cc(C)c2[nH]c(=O)c(CN(CC3CCCO3)C(=S)NCc3ccco3)cc2c1 (stereo not drawn) | 7 | 4 | -25 | 4 | 1 | -34 | 0 | 24 | 7
Cc1ccc(S(=O)(=O)NCCc2ccccc2)cc1 | 15 | 1 | 16 | 1 | 1 | 7 | 1 | 2 | 0
Cc1cc(-c2nn(-c3ccccc3F)cc2CN2CCN(c3ccncc3)CC2)c(C)s1 | 4 | 8 | nt | -4 | 0 | 0 | -7 | 0 | 3
CNC(=O)COc1ccc(S(=O)(=O)Nc2ccc(C)cc2)cc1 | 5 | 17 | -1 | -2 | -3 | -2 | -4 | 0 | 2
Cc1ccccc1C(=O)NNC(=O)Nc1ccccc1 | 6 | -4 | -1 | -2 | -1 | -8 | -2 | 0 | 2
COc1ccccc1CN(C)C(C)C(=O)Nc1cccc(C(C)=O)c1 (stereo not drawn) | 11 | -1 | 4 | 5 | 0 | -5 | 1 | -1 | -1
O=C(Nc1ccn(Cc2ccccc2F)n1)c1ccc(COc2ccc(Cl)cc2Cl)o1 | 17 | 0 | 1 | 4 | 1 | 15 | -3 | 0 | 1
Cc1ccc(S(=O)(=O)N2CCC(C(=O)Nc3nnc(-c4ccco4)s3)CC2)cc1 | -12 | 0 | -14 | -8 | 1 | -19 | -3 | 10 | 4
CCSc1ccccc1C(=O)Nc1ccc([N+](=O)[O-])cc1OC | 2 | 20 | -5 | -5 | -2 | -7 | -8 | 11 | -3
CCOc1cc2c3c(c1)C(C)=CC(C)(C)N3C(=O)C2=O | 5 | 25 | -3 | -5 | -1 | -13 | -7 | 3 | 6
Clc1ccc(OCCCCN2CCc3ccccc3C2)cc1 | nt | 0 | -7 | -7 | 1 | 3 | -12 | 0 | -5
Cc1cc(C)cc(N2C(=O)C3C4C=CC(C4)C3C2=O)c1 (stereo not drawn) | 12 | -1 | 38 | -4 | -3 | -6[fluorescence artefact?] | 5 | 2 | -1
O=C(c1cc2nc(-c3ccco3)cc(C(F)(F)F)n2n1)N1CCN(c2ccccc2)CC1 | 17 | 0 | -4 | 6 | 1 | 2 | 2 | -3 | 2
O=C(COC(=O)CCc1c[nH]c(=O)[nH]1)Nc1cccc(Cl)c1 | 20 | 0 | -4 | 6 | -1 | 3 | 1 | 2 | -151

An excerpt from above in order of their number in 14-3-3 Bad PPI, low to high.
SMILES,14-3-3 Bad PPI
Cc1ccc(S(=O)(=O)N2CCC(C(=O)Nc3nnc(-c4ccco4)s3)CC2)cc1,-19
CCOc1cc2c3c(c1)C(C)=CC(C)(C)N3C(=O)C2=O,-13
Cc1cc(-c2nn(-c3ccccc3F)cc2CN2CCN(c3ccncc3)CC2)c(C)s1,0
O=C(Nc1ccn(Cc2ccccc2F)n1)c1ccc(COc2ccc(Cl)cc2Cl)o1,15

Further compounds follow.
SMILES | FXIIa inh | Hck-Nef inh | hK5 inh | FXIa inh | Wee1 degr inh | 14-3-3 Bad PPI | Thrombin inh | Runt-CBFb FRET | Runt-SMMHC FRET
Cc1ccc(N=C2NC(=O)S/C2=C\c2ccco2)cc1 | 8 | 1 | -5 | 0 | 2 | 33[fluorescence artefact?] | -5 | -60 | -112
Cc1[nH]c2ccc(F)cc2c1CCN(Cc1ccncc1)C(=S)Nc1ccccc1 | 4 | 14 | -9 | -6 | -3 | -13 | -11 | 0 | 0
O=C(CN1CCN(Cc2ccc(F)cc2Cl)C1=O)NCc1cccs1 | 5 | -20 | -13 | -6 | 1 | -13 | 3 | -1 | -6
COC(=O)COc1ccc(-n2cnnn2)cc1 | 5 | 12 | 3 | 3 | -2 | 0 | -3 | 2 | -1
Cc1ccccc1-n1ncc(C(C)NC(=O)c2ccccc2)c1C (stereo not drawn) | 0 | 17 | 2 | -7 | -2 | -4 | 2 | -2 | 1
O=C(COC(=O)c1cccc(Br)c1)NCCC1=CCCCC1 | 6 | 6 | 3 | -1 | 6 | -9 | -1 | 0 | -1
O=[N+]([O-])c1ccc(C2=Nn3cnnc3SC2)cc1 | 12 | 16 | 2 | 1 | -1 | 7 | 0 | 1 | -2
O=C(c1ccc(Cl)c(S(=O)(=O)NCc2ccco2)c1)N1CCN(c2ccccc2F)CC1 | -13 | -18 | 1 | -1 | -1 | 1 | -14 | 2 | 1
CN(C)C(=O)NC(Nc1cccc([N+](=O)[O-])c1)C(Cl)(Cl)Cl (stereo not drawn) | 6 | 32 | 0 | 0 | -1 | -1 | 13 | 0 | -2
CCOC(=O)c1c(/N=C/C2=C(O)CCCC2=O)sc2c1CCCC2 | 6 | -7 | -2 | 1 | -2 | -9 | -5 | -7 | -17
Cc1c(OCc2nn[nH]n2)ccc2c3c(c(=O)oc12)CCCC3 | 5 | 3 | -3 | 2 | 0 | 40[fluorescence artefact?] | -8 | 6 | 29
Cc1nn(CCOc2ccccc2)c(=O)n1-c1cccc(F)c1 | 10 | 2 | 3 | 3 | -1 | -1 | 0 | -1 | 5
O=C(COC(=O)C1CCN(S(=O)(=O)c2cccs2)CC1)c1cc2ccccc2o1 | 11 | 2 | 6 | 2 | 0 | 0 | 1 | -1 | -2
O=C(c1ccccc1Oc1nnnn1-c1ccccc1)N1CCOCC1 | -2 | 5 | -1 | 2 | -3 | -9 | -8 | 2 | 67
COc1cc2c(cc1NC(=O)CSc1nccn1C)oc1ccccc12 | 10 | 6 | -18 | 8 | 1 | -15 | -2 | -6 | -3
Cc1ccc(C)c(C2NC(=O)c3ccccc3N2)c1 (stereo not drawn) | 4 | 28 | 2 | 2 | 8 | 0 | 4 | -2 | 6
CC1Cc2nc(SCC(=O)Nc3ccc4c(c3)OCO4)n(CCc3ccccc3)c(=O)c2S1 (stereo not drawn) | 4 | -1 | -25 | -4 | -1 | -1 | -10 | 2 | -1
CC(=O)Nc1nc(-c2ccccc2)ns1 | 12 | 1 | -13 | 4 | -2 | -7[fluorescence artefact?] | -2 | 0 | 2
O=C(CN1C(=O)COc2ccc(S(=O)(=O)N3CCOCC3)cc21)NCc1ccco1 | 5 | 24 | 4 | 2 | -2 | -4 | -3 | 0 | 0
COc1ccc(CN2CCOCC2)cc1 | 5 | -21 | -2 | 2 | 0 | 74* | 2 | 2 | 4
CS(=O)(=O)c1ccccc1-c1nc(-c2cccc(Cl)c2)no1 | 8 | 23 | -1 | 0 | -1 | -22 | -7 | -3 | 1
CCOc1cc(C(N)=O)cc(Cl)c1OCC | -6 | -2 | -27 | -2 | 0 | -4 | -1 | 2 | 2
Cc1onc(-c2ccccc2Cl)c1C(=O)Nc1cccc2cccnc12 | 23 | 10 | -2 | 12 | 4 | 3 | 6 | 0 | 2
COc1ccc(S(=O)(=O)N2CCC[C@H]2C(=O)NCc2ccc(Cl)cc2)cc1 | 0 | -6 | -3 | -2 | -2 | 4 | -6 | 1 | -5
CCC(C)(C(=O)NC1CCCC1)N(Cc1ccco1)C(=O)c1ccccn1 (stereo not drawn) | 0 | 2 | -13 | -7 | -1 | 0 | -4 | 2 | -2
S=C(NCc1ccco1)N/N=C/c1cccnc1 | 0 | 7 | -5 | -4 | 1 | -3 | -7 | 3 | 1
CCC(OC(=O)CCc1nc2ccccc2[nH]c1=O)C(=O)c1ccccc1 (stereo not drawn) | 7 | 11 | 1 | 15 | -1 | 8 | -1 | 0 | -3
C/C=C\C=C/C(=O)Nc1cccc(C2=NOC3(C2)C[C@H](C(N)=O)N(C(=O)CC)C3)c1 (stereo partly drawn) | 5 | 4 | -2 | -2 | nt | -2 | -4 | 5 | 3
COc1ccc(CCNC(=O)CSc2nnc(NC(C)=O)s2)cc1OC | 4 | -44 | -7 | 13 | 1 | 6 | -4 | -1 | -1
CC(C)(C)n1nnnc1C(c1cccnc1)N1CCN(c2ccccn2)CC1 (stereo not drawn) | 7 | 17 | 4 | -1 | -1 | -7 | 1 | 1 | 1

Some of the entries so far, with two lines to a compound.
Every second line gives: FXIIa inh | Hck-Nef inh | hK5 inh | FXIa inh | Wee1 degr inh | 14-3-3 Bad PPI | Thrombin inh | Runt-CBFb FRET | Runt-SMMHC FRET
CS(=O)(=O)c1ccccc1-c1nc(-c2cccc(Cl)c2)no1
  8 | 23 | -1 | 0 | -1 | -22 | -7 | -3 | 1
Cc1onc(-c2ccccc2Cl)c1C(=O)Nc1cccc2cccnc12
  23 | 10 | -2 | 12 | 4 | 3 | 6 | 0 | 2

Sorted by heavy-atom count (ascending): part of the list above.
SMILES | FXIIa inh | Hck-Nef inh | hK5 inh | FXIa inh | Wee1 degr inh | 14-3-3 Bad PPI | Thrombin inh | Runt-CBFb FRET | Runt-SMMHC FRET
Cc1onc(-c2ccccc2Cl)c1C(=O)Nc1cccc2cccnc12 | 23 | 10 | -2 | 12 | 4 | 3 | 6 | 0 | 2
CCC(C)(C(=O)NC1CCCC1)N(Cc1ccco1)C(=O)c1ccccn1 (stereo not drawn) | 0 | 2 | -13 | -7 | -1 | 0 | -4 | 2 | -2
C/C=C\C=C/C(=O)Nc1cccc(C2=NOC3(C2)C[C@H](C(N)=O)N(C(=O)CC)C3)c1 (stereo partly drawn) | 5 | 4 | -2 | -2 | nt | -2 | -4 | 5 | 3
